AddAB inh – less growth of phage-infected E. coli with AddAB | E. coli expressing H. pylori AddAB, absorbance growth | inhibition, % at 11.9 µM | 0.29% of 330,000 active; in the data active = inhibition above about 12%;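 note: 0% = vehicle wells of infected cells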
CAL PDZ FP – inhibitors of human CAL PDZ peptide binding. AID 504414. purified CAL PDZ, TMR-peptide fluorescence polarization, 1 h. inhibition, % at 20 µM. 0.02% of 330,000 active. Q9HD26;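 active = highest replicate inhibition of at least 40%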;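 note: plate controls were DMSO neutral control wells for no effect and unlabeled competitor peptide control wells for full effect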
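material = purified tagged CAL PDZ domain construct (CerCALP) | buffer or medium = sodium phosphate/NaCl buffer pH 7.4 with TCEP, IgG, Thesit | reagent = TMR-labelled reporter peptide T*-PRC34 bound in PDZ groove | incubation = 1 h room-temperature incubation prior to read | measured by = fluorescence polarization (mP) | evaluation = percent inhibition from loss of millipolarization | control set = unlabelled peptide and DMSO controls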
PfHsp90 set2 – reduces growth (ATP signal) of yeast expressing P. falciparum Hsp90; S. cerevisiae expressing PfHsp90, BacTiter-Glo ATP, 48 h; yeast lacking PDR1 and PDR3 efflux regulators; inhibition, % at 9.4 µM; 0.32% of 310,000 active;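 active = every replicate shows inhibition above about 80%, whatever the replicate mean, limit read from the data; inconclusive = mean inhibition reaches the set limit but some replicate falls short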;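 note: 0% = DMSO neutral controls and 100% = 20 µM radicicol positive controls; yeast relying on Plasmodium falciparum Hsp90 in place of its own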
DAGLB inhibitor – diacylglycerol lipase beta (human) inhibition; HEK293T DAGLB membrane lysate, EnzChek fluorogenic substrate; Q8NCG7; 0.059% of 340,000 active; AID 504411; inhibition, % at 5.17 µM; in the data active = inhibition above about 34%;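 note: 0% = enzyme with vehicle and 100% = wells lacking enzyme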
Target sequence (Q8NCG7 whole entry, looked up): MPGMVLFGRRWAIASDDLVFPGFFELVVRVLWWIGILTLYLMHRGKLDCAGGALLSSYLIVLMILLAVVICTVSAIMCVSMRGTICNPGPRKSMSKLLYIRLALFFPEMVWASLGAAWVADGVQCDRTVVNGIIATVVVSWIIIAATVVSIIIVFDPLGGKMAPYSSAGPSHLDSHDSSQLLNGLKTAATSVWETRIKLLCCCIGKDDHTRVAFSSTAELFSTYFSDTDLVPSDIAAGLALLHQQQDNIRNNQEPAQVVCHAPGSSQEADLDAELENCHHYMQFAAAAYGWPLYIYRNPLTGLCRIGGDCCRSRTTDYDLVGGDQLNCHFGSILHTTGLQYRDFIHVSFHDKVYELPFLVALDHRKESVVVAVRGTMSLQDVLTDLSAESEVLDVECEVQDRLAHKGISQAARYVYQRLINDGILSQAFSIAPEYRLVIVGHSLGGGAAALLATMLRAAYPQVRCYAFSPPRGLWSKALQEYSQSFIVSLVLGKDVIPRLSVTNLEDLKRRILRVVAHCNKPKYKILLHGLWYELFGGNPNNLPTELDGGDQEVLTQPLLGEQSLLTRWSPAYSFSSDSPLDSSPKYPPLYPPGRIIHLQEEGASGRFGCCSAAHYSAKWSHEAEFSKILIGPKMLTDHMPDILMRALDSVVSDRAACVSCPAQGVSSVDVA
Tat export inh – inhibitors of E. coli Tat protein transport; E. coli MC4100 TorA-mCherry Tat export, fluorescence; inhibition, % at 10 µM; 0.036% of 340,000 active;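 active = mean replicate inhibition at least 50% and at least half of replicates individually reaching 50%; inconclusive = only one of the two criteria met; inactive = neither criterion met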;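 note: exported cargo escapes ClpAP degradation while cytoplasmic cargo is degraded and loses fluorescence; 0% = median of neutral control wells and 100% = median of NaSCN control wells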
phage Ecoli inh – E. coli growth loss with phage present. AID 651602. 0.26% of 360,000 active. growth absorbance. inhibition, % at 11.9 µM; in the data active = inhibition above about 11%
Rtt109 HAT inh – C. albicans Rtt109 histone acetyltransferase inhibition. Q5AAJ8. AID 540336. 0.16% of 330,000 active. inhibition, % at 34.9 µM. purified Rtt109/Vps75, ThioGlo CoA-SH fluorescence, 4 h;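 active = inhibition of at least 50% in every replicate; inconclusive = best replicate reaches 50% inhibition but some replicates fall short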
Target sequence (Q5AAJ8 whole entry, looked up): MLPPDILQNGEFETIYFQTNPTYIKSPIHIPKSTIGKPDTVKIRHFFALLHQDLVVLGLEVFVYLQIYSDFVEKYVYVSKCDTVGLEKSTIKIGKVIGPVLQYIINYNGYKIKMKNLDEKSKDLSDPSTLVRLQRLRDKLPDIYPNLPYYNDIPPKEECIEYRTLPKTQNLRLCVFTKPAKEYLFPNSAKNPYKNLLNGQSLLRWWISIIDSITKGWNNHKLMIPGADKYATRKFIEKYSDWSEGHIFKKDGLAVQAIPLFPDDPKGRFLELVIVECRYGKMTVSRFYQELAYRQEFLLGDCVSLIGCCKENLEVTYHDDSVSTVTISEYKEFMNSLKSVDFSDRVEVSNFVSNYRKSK
Wnt act – Wnt/beta-catenin pathway activation; Wnt/beta-catenin reporter cell assay, activator, plate reader; activation, % at 9.35 µM; 1.2% of 300,000 active; AID 743398; in the data active = activation above about 30%, passing the limit was not always enough; inconclusive = no clear call, values can overlap the other calls;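 note: 0% = neutral control wells and 100% = positive control wells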
E coli growth – counter-screen for AddAB inhibitors: E. coli growth inhibition | E. coli V3065 growth, OD600 absorbance, 18 h | inhibition, % at 11.9 µM | 0.27% of 330,000 active | AID 449728;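 active = inhibition above the campaign's mean inhibition across all tested compounds plus 3 SD, cut at about 9.9% in these data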;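 note: uninfected addAB+ strain grown without phage in ampicillin broth; 0% = DMSO wells and 100% = ciprofloxacin 0.95 µg/ml wells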
PvdQ inh – blocks Pseudomonas aeruginosa PvdQ acylase activity; purified PvdQ acylase, fluorescence plate reader; inhibition, % at 10 µM; 0.063% of 340,000 active; in the data active = inhibition above about 30%, passing the limit was not always enough; inconclusive = no clear call, values can overlap the other calls;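 note: 0% = vehicle neutral wells and 100% = reference inhibitor wells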
Starred values were filed as active, the others as inactive; ? = inconclusive; / = not tested or not shown.

SMILES	AddAB inh	CAL PDZ FP	PfHsp90 set2	DAGLB inhibitor	Tat export inh	phage Ecoli inh	Rtt109 HAT inh	Wnt act	E coli growth	PvdQ inh
CCOC(=O)c1cnc2c(ccc3ccccc32)c1NCCCN(C)C	0.3	-2.9	-16	-4	-9	-1.3	-4	6	-2.7	-24
CC1CNC(=S)N(c2ccccc2)C1=O (stereo unspecified)	/	-0.1	7	-2	-6	3.0	-2	-19	/	-5
CCCC(C(=O)NC1CCCC1)N(CC1CCCO1)C(=O)CNS(=O)(=O)c1ccccc1 (stereo unspecified)	5.2	-2.0	19	-3	-5	0.9	18	-1	1.3	7
Cn1c(=O)n(CC(=O)O)c(=O)c2c1nc1n2CCCN1CCc1ccccc1	2.1	-1.4	1	2	-8	-0.1	0	2	1.8	-8
CC(=O)Nc1ccc(-n2c(=O)c3ccccc3c3ccccc3c2=O)cc1	0.9	0.0	10	1	3	0.2	-4	2	-0.1	9
CCc1nnc(N/N=C/c2ccc(N3CCC(C)CC3)c([N+](=O)[O-])c2)n1N	5.0	0.7	-47	14	4	3.1	-13	6	-0.6	3
CC(C)(C)C(=O)N1CCN(c2c(Cl)cccc2[N+](=O)[O-])CC1	-1.6	-2.2	-13	-4	-3	1.4	4	-6	-1.9	-15
COCCN(C(=O)COC(=O)CCCOc1ccc(OC)cc1)c1c(N)n(Cc2ccccc2)c(=O)[nH]c1=O	1.9	-1.6	7	2	2	-0.4	9	-1	2.2	-16
Cc1ccc(-c2ccc(=O)n(CC(=O)NCCN(C)C)n2)cc1	1.8	-0.1	9	1	-3	1.4	-5	/	0.7	-15
Cc1cc(Br)cc(Cl)c1OC(=O)c1ccncc1	4.1	-1.9	4	-4	1	-0.5	9	1	0.8	-2
O=[N+]([O-])c1cc(-c2ccc(/C=N\n3cnnc3)o2)cc([N+](=O)[O-])c1	-0.9	-1.4	-16	4	-2	-13	-2	0	-0.9	6
CC(C)OCCCn1c(=O)c2ccccc2n2c(CCC(=O)N3CCN(c4ccccn4)CC3)nnc12	1.9	-0.3	-6	-2	-2	1.4	3	-2	-0.8	-11

Pulled one by one from above (4):
SMILES	AddAB inh	CAL PDZ FP	PfHsp90 set2	DAGLB inhibitor	Tat export inh	phage Ecoli inh	Rtt109 HAT inh	Wnt act	E coli growth	PvdQ inh
CCCC(C(=O)NC1CCCC1)N(CC1CCCO1)C(=O)CNS(=O)(=O)c1ccccc1 (stereo unspecified)	5.2	-2.0	19	-3	-5	0.9	18	-1	1.3	7
CCOC(=O)c1cnc2c(ccc3ccccc32)c1NCCCN(C)C	0.3	-2.9	-16	-4	-9	-1.3	-4	6	-2.7	-24
COCCN(C(=O)COC(=O)CCCOc1ccc(OC)cc1)c1c(N)n(Cc2ccccc2)c(=O)[nH]c1=O	1.9	-1.6	7	2	2	-0.4	9	-1	2.2	-16
CC(=O)Nc1ccc(-n2c(=O)c3ccccc3c3ccccc3c2=O)cc1	0.9	0.0	10	1	3	0.2	-4	2	-0.1	9

(more compounds)
SMILES	AddAB inh	CAL PDZ FP	PfHsp90 set2	DAGLB inhibitor	Tat export inh	phage Ecoli inh	Rtt109 HAT inh	Wnt act	E coli growth	PvdQ inh
COc1cc(C2=NOC(C(=O)NC3CCCCC3)C2)cc(OC)c1OC (stereo unspecified)	-0.6	/	16	-6	-13	-0.2	-6	/	-0.2	-7
Cc1ccc(NC(=O)CSc2ccc(-c3ccccn3)nn2)c(C)c1	0.4	0.2	20	-2	-4	2.7	-1	0	2.8	1
COc1ccc(-c2cc(C(F)(F)F)nc(NC3CCCC3)n2)cc1OC	0.5	-0.8	-5	-13	9	3.0	8	-3	1.5	4
O=C(CCNC(=O)c1ccccc1)NC1CCCc2ccccc21 (stereo unspecified)	/	-1.2	15	2	0	0.1	-4	4	/	-4
Cc1c(C(=O)CN2CCOCC2)[nH]c2ccccc12	0.4	-0.1	0	5	-3	4.1	5	/	1.8	1
Cc1ccc(C(=O)COC(=O)CCC(=O)Nc2cccc(Cl)c2)cc1[N+](=O)[O-]	4.1	-1.0	3	-1	12	4.2	3	/	-0.9	-7
Cc1ccc(CNC(=O)CN2C(C)CCCC2C)cc1 (stereo unspecified)	2.5	-0.6	1	-3	-2	4.1	9	0	0.3	7
CC(=O)Oc1ccc(C(=O)Nc2ccc3c(c2)OCCO3)cc1	2.6	-1.1	3	0	2	3.5	-12	14	-1.0	-7
CCOc1ccc(C2C3=C(CC(C)(C)CC3=O)N(CC(=O)O)C3=C2C(=O)CC(C)(C)C3)cc1OCC	1.6	0.1	-15	0	6	-0.2	0	1	0.5	-8
O=c1cc(CN2CCN(S(=O)(=O)c3cccc(Cl)c3)CC2)c2ccc(O)cc2o1	1.5	0.4	23	3	2	3.3	-89	1	1.5	11
O=C(CNS(=O)(=O)c1ccc(Br)s1)NCC1COc2ccccc2O1 (stereo unspecified)	1.4	/	/	-1	-8	1.6	0	/	-0.8	-16
CCOC(=O)C1CCCN(C(=O)CSc2ccc(Br)cc2)C1 (stereo unspecified)	0.2	-2.0	-22	-5	-1	/	-4	/	3.0	-8
O=[N+]([O-])c1ccc(-c2ccc(/C=N/O)o2)cc1	2.9	/	/	/	/	0.2	/	20	1.2	/
COc1cccc(-c2ccc(NC(=O)C3CCCN(Cc4ccco4)C3)cc2)c1 (stereo unspecified)	-0.1	-3.3	8	-1	8	3.9	9	-3	1.9	-14
Cc1cc(C)c(S(=O)(=O)NC2CCN(Cc3ccccc3)CC2)c(C)c1	-0.8	-0.6	10	-4	0	1.5	10	-5	-0.7	-9
NC1=NC(=O)C(Cc2ccc(OC(F)(F)F)cc2)S1 (stereo unspecified)	1.2	0.0	7	-4	-3	1.2	-1	-1	-0.9	-4
O=C(CCS(=O)(=O)c1ccc(Br)s1)NC1CCCCCC1	3.5	-1.5	/	1	0	2.5	-18	6	-1.2	0
COc1ccc(-c2cc(C)no2)cc1S(=O)(=O)N1CCN(c2cccc(C)c2)C(C)C1 (stereo unspecified)	-0.1	-1.4	6	-5	-1	2.4	13	-5	-0.2	-10
CCN1C[C@@H]2[C@@H]3C(=O)N(C)C(=O)[C@@H]3[C@](Cc3ccccc3)(C1=O)N2C(=O)c1ccc(C(C)(C)C)cc1	/	1.6	6	4	-2	0.2	11	-5	/	-1
COc1ccc(CCNC(=O)c2ccc3c(c2)NC(=O)CS3)cc1OC	-1.0	-2.7	15	-6	2	0.8	1	1	-2.3	-7
CCOCCCN(C(=O)c1ccco1)C(C(=O)NC1CCCC1)c1ccc(OC)cc1 (stereo unspecified)	/	-2.6	12	-1	-1	1.8	-15	-1	/	3
COCC(=O)N1CCC(Oc2ccc(C(=O)NCCc3ccncc3)cc2)CC1	0.8	/	17	-1	-21	2.0	-3	0	-1.6	?
S=C(NCc1ccc(Cl)cc1)NCc1ccco1	/	-1.8	-4	1	2	2.8	-9	4	/	-1
CC(C)(C)CN1CCNC(=O)C1CC(=O)NCc1cccc(-n2cccn2)c1 (stereo unspecified)	4.8	0.0	11	-1	4	1.4	6	1	2.5	-8
Brc1ccc(CN2CCN(Cc3c[nH]c4ccccc34)CC2)cc1	0.7	-0.7	7	-1	-6	1.8	-5	0	0.5	17
C/C=C(\CS(=O)(=O)c1ccccc1)S(=O)(=O)c1ccccc1	0.8	-0.7	/	-1	2	0.9	-10	7	-1.9	-5
CCCN1C(=O)N(C)C(N(O)C(=O)NC)C1(C)C (stereo unspecified)	3.9	0.1	25	0	-4	1.4	-9	-3	0.8	-13
COc1ccc(N2CC(C(=O)Nc3nnc(SCC(=O)NC4CCCC4)s3)CC2=O)cc1 (stereo unspecified)	-2.3	0.6	-6	2	1	2.0	2	2	-3.6	7
Cc1ccc(-c2noc(CCCC(=O)NC3CCCC3)n2)cc1	1.1	-2.2	3	-1	3	0.6	6	-1	-0.1	5
Cc1cc(Cl)ccc1OC(C)C(=O)Nc1ccc(S(=O)(=O)Nc2cnc3ccccc3n2)cc1 (stereo unspecified)	1.5	-0.1	/	10	15	2.6	20	-2	-3.6	7
COc1ccc(N2CCN(/C(=N\S(=O)(=O)c3ccc(C)cc3)Nc3nc(C)cc(C)n3)CC2)cc1	2.8	-0.5	5	0	-3	1.6	3	/	-1.1	-12
CCOc1ccc(CCNC(=O)Cn2c(-c3nonc3N)nc3ccccc32)cc1OCC	0.7	-2.6	2	3	-11	0.2	-5	-10	-0.6	-2
Cc1ccc(CN2CCN(Cc3cc(=O)c4ccccc4[nH]3)CC2CCO)o1 (stereo unspecified)	-1.2	0.6	1	-1	-2	1.6	-7	0	-0.3	-1
COc1cc2[nH]c3c(OC)ncnc3c2cc1OC	-0.5	-2.5	-19	0	-9	-0.6	-2	2	-0.3	-17
COc1cc(/C=N/NC(=O)c2[nH]nc3c2CCc2ccccc2-3)ccc1O	3.3	-0.7	15	-5	1	4.9	10	-1	-1.3	7
CC1CC(C)CN(S(=O)(=O)c2ccc(C(=O)NCc3ccco3)cc2)C1 (stereo unspecified)	1.2	-0.2	13	-2	8	2.7	-4	-1	0.6	-3
CC1c2cc3c(cc2CCN1S(=O)(=O)c1ccccc1)OCCCO3 (stereo unspecified)	1.9	-1.5	0	-1	-4	0.1	-6	0	2.3	-8
Cc1ccc(NC(=O)CN(C)C(=O)CNC(=O)c2sc3ccccc3c2Cl)cc1	-0.3	-2.1	/	1	-3	1.2	-3	16	-1.0	-13
CCN(CC)CCOC(=O)c1ccc(NC(=O)C2(c3ccccc3)CCCC2)cc1	1.0	-1.4	-1	0	1	3.7	-9	/	1.9	-13
Cc1ccc2c(Cl)cc(Cl)c(O)c2n1	/	0.7	/	1	?	13*	0	-3	/	6
CCCn1cc(NC(=O)c2cc3n(n2)C(C(F)(F)F)CC(c2ccccc2)N3)cn1 (stereo unspecified)	0.7	-0.4	/	-1	-2	-1.3	3	/	0.5	5
O=C(CN1CCN(c2ccc(F)cc2)CC1)Nc1ccc(F)c(F)c1	1.7	-1.5	/	-1	-10	1.8	12	/	-4.0	-5
CNC(=O)c1cc(S(=O)(=O)NC2CCCCCC2)ccc1C	/	0.2	10	-1	-6	0.4	-6	-2	/	-18
COc1cc(N=c2c([N+](=O)[O-])nn(-c3ccc4c(c3)OCCO4)n2O)cc(OC)c1	0.7	-0.7	8	11	12	2.5	-3	/	1.0	-2
Fc1cccc2sc(Nc3nc4cc5c(cc4s3)OCO5)nc12	5.5	0.5	-14	0	-4	0.0	5	14	-3.6	-13

An excerpt from above in order of their number in DAGLB inhibitor, ascending.
canonical_smiles	AddAB inh	CAL PDZ FP	PfHsp90 set2	DAGLB inhibitor	Tat export inh	phage Ecoli inh	Rtt109 HAT inh	Wnt act	PvdQ inh
Cc1ccc(-c2noc(CCCC(=O)NC3CCCC3)n2)cc1	1.1	-2.2	3	-1	3	0.6	6	-1	5
CCOc1ccc(C2C3=C(CC(C)(C)CC3=O)N(CC(=O)O)C3=C2C(=O)CC(C)(C)C3)cc1OCC	1.6	0.1	-15	0	6	-0.2	0	1	-8
CC(=O)Nc1ccc(-n2c(=O)c3ccccc3c3ccccc3c2=O)cc1	0.9	0.0	10	1	3	0.2	-4	2	9
